Assay outcomes from PubChem.
Mcl1 Bid PPI: Mcl-1/Bid interaction inhibition | Q07820 | TR-FRET Mcl-1/Bid-Dy647 peptide binding, 1536-well | inhibition, % at 21.7 µM | 0.97% of 220,000 active | AID 1021;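 active = compounds that cut the binding signal by more than half at the single screening dose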;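 also: His-tagged Mcl-1 with europium anti-His antibody binding Bid BH3 peptide; 0% = Mcl-1 plus peptide wells and 100% = peptide-only wells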
Target sequence (Q07820 whole entry, looked up): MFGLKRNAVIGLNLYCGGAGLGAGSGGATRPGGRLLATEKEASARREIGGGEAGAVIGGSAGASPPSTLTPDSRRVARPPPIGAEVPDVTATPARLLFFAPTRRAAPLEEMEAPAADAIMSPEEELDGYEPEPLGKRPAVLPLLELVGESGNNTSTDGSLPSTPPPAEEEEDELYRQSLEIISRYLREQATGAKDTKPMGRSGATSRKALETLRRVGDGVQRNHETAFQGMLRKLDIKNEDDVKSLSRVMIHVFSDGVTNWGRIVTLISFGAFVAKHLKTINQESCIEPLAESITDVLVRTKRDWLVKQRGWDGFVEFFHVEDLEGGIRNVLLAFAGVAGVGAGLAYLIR
Pf gametocyte: P. falciparum stage V gametocyte viability inhibition. P. falciparum stage V gametocytes, ATP luminescence, 24 h. inhibition, % at 10.9 µM. 0.065% of 150,000 active;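 active = inhibition above the mean plus 3 SD of compounds within the control limits, set per campaign, cut at about 38% in these data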;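 also: 0% = DMSO wells and 100% = medium only without gametocytes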
ABCG2 inh: blocks JC-1 efflux by human ABCG2 transporter; Q9UNQ0; IgMXP3 cells, flow cytometry; inhibition, % at 6.6 µM; 0.1% of 190,000 active;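 active = inhibition above 80%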;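 also: 0% = DMSO and 100% = nicardipine control wells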
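Test system: ABCG2 IgMXP3 and barcoded ABCB1 CCRF-Adr cell mix; Schedule: cells with compound and JC-1, 10 min at 25 °C, rotating, no wash; Technique: flow cytometry of retained JC-1 fluorescence; Measure: % inhibition of efflux relative to nicardipine and DMSO; Controls: nicardipine high and DMSO low controls.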
Mcl1-Noxa inh: disrupts binding of human Mcl-1 to Noxa peptide. Q07820. TR-FRET Mcl-1/Noxa peptide binding, 2 h. 1.5% of 220,000 active. inhibition, % at 21.7 µM;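 active = compounds that cut the protein-peptide binding signal by more than 50% relative to plate controls in a single-dose test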;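 also: His-tagged Mcl-1 with rhodamine Noxa BH3 peptide and terbium anti-His antibody; 0% = Mcl-1 plus Noxa peptide wells and 100% = peptide-only wells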
Mcl-1 Bim block: disrupts Bim peptide binding to human Mcl-1. 0.1% of 190,000 active. Q07820. inhibition, % at 10 µM. Bead-based flow cytometry, Bim peptide-Mcl-1 binding; in the data active = inhibition above about 40%;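 also: 0% = no compound tracer wells and 100% = peptide blocker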
Avidin fluor: avidin bead compound fluorescence profile | Avidin beads, compound fluorescence 488/530 nm, flow cytometry; stronger effect = higher value | 0.38% of 220,000 active | fluorescence (KMESF) at 10 µM; in the data active = fluorescence above about 47; also: inactives centre near 10
RGS8-Gao: regulators of human RGS8-Galphao interaction; P09471; multiplexed bead flow cytometry, RGS8-Galphao binding; actives lie on both sides; response (percent of control binding), % at 10 µM; 0.34% of 220,000 active; AID 1423; in the data active = response below about 60% or above about 140%; inactive = in between;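 also: Galphao activated as the GDP aluminium fluoride complex binding bead-coupled RGS8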
Target sequence (P09471 whole entry, looked up): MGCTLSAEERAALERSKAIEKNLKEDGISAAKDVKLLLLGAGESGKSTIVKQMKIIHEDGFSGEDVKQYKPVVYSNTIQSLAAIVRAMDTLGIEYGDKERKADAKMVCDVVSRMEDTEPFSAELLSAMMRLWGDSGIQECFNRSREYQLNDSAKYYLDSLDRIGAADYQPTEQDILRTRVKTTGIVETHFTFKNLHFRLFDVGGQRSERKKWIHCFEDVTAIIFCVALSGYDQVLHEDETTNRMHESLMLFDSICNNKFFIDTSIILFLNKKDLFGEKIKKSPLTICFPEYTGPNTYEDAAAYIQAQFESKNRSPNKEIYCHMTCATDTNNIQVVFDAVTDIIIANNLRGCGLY
RGS7-Gao reg: modulates binding of RGS7 to human Galphao. P09471. Multiplexed bead flow cytometry; actives lie on both sides. binding response (% of control), % at 10 µM. 0.35% of 220,000 active. AID 1439; in the data active = binding response below about 49% or above about 150%; inconclusive = no clear call, values can overlap the other calls; inactive = in between;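 also: fluorescent Galphao held in activated GDP-AlF4 state binding bead-coupled RGS7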
GSH fluor: compound fluoresces at 488/530 nm on GSH beads. GSH beads flow cytometry, compound fluorescence 488/530 nm; stronger effect = higher value. fluorescence (KMESF) at 10 µM. 0.25% of 190,000 active; in the data active = fluorescence above about 89;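 also: glutathione beads carrying GST-tagged Bcl family fusion proteins plus one bare bead set; values are compound well signal with DMSO vehicle wells as background; inactives centre near 16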
ABCB1 block: inhibitors of human ABCB1 transporter, ABCG2 counter-screen | CCRF-Adr cells, JC-1 efflux, flow cytometry | inhibition, % at 6.6 µM | 0.067% of 190,000 active | AID 1326; in the data active = inhibition above about 40%;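 also: 0% = vehicle and 100% = reference inhibitor; higher value means more JC-1 retained so stronger ABCB1 efflux block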
RGS4-Gao reg: human RGS4-Galphao interaction regulation; Multiplexed bead flow cytometry, RGS4-Galphao binding; actives lie on both sides; 0.33% of 220,000 active; AID 1415; binding response (% of control), % at 10 µM; P09471; in the data active = binding response below about 49% or above about 150%; inactive = in between;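 also: fluorescent Galphao activated with aluminum fluoride binding bead-coupled RGS4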
The depositor's hits bear a star; ? = inconclusive; · = no result given. Compounds as they come; any-hit rate near 3.3%.

Compound	GSH fluor	Mcl1 Bid PPI	Pf gametocyte	RGS4-Gao reg	ABCG2 inh	Mcl-1 Bim block	RGS8-Gao	Mcl1-Noxa inh	RGS7-Gao reg	Avidin fluor	ABCB1 block
O=C(CSc1nc(-c2ccccc2)c(-c2ccccc2)[nH]1)NCC1CCCO1 (stereo not given)	11	-51	12	101	0	-2	100	14	?	9	-0.1
CNC(=O)NCC12CC3CC(CC(C3)C1)C2	29	-5	·	104	1	-1	102	0	103	11	0.5
Cc1cccc(NC(=O)c2cnn3ccccc23)c1C	·	-15	-3	95	·	·	98	5	?	4	·
C=CCNC(=O)c1c(Br)cnn1-c1ccc(C)cc1	9	-29	9	105	1	0	104	19	106	3	2.0
CCCCNC(=O)C1CC(=O)N(C2CCCC2)C1 (stereo not given)	5	-12	·	103	2	4	102	1	100	9	0.4
Clc1cccc(N2CCN(c3ncnc4nc[nH]c34)CC2)c1	·	-13	0	101	·	·	102	12	?	6	·
O=C(O)c1ccccc1S(=O)CCO (stereo not given)	10	2	-20	95	-2	-2	100	14	96	17	-0.7
COc1ccc2occ(NC(C)=O)c2c1	27	-7	19	103	19	-2	102	-2	99	15	-0.2
COc1ccccc1/C=C/C=N/n1c(-c2ccc(C)cc2)n[nH]c1=S	10	-30	0	92	-5	0	102	12	104	9	-1.7
CCOC(=O)c1c(C)[nH]c(C2=NNC(=Nc3cccc(Cl)c3)SC2)c1C	7	-18	·	96	6	-3	84	28	92	9	0.2
O=C(O)CCc1ccc(S(=O)(=O)N2CCOCC2)cc1	11	-9	·	95	1	0	100	6	105	13	0.3
CSCCNC(=O)c1ccc(OC2CCN(CCc3ccccc3)CC2)cc1	11	-9	6	96	1	-1	98	21	101	1	0.2
CCC(CCC(=O)Nc1ccn(-c2ccccc2)n1)C(=O)O (stereo not given)	27	17	·	100	4	0	100	-9	101	41	0.4
CCCCCCCCCCn1c2c(c(=N)c3c1CCC3)CCC2	20	3	·	108	3	-5	107	19	109	37	0.8
Cc1ccc(NC(=O)CSc2nc3ccccc3c(=O)n2CCCC(=O)NCCCN2CCOCC2)cc1C	27	-6	-10	103	9	0	99	18	100	9	0.6
O=C(CCl)Nc1cc2[nH]c(=O)[nH]c2cc1Br	9	-17	2	97	4	3	101	51*	?	12	0.4
COC(=O)CSc1nc(NC(C)(C)C)nc(N(C)C)n1	11	-1	-8	105	2	-2	107	4	106	24	0.4
COc1ccc(OC)c(Nc2nc3ccccc3n3cnnc23)c1	·	-8	-11	96	·	·	98	17	?	6	·
O=C(O)CC1CCS(=O)(=O)C1 (stereo not given)	55	-14	·	99	2	-1	101	-10	100	10	0.5
O=c1cc(-c2ccccc2)nc(SCc2ccc(Cl)cc2)[nH]1	16	8	·	102	5	4	100	14	100	10	1.1
O=C(Nc1ccc2c(c1)oc1ccc(S(=O)(=O)N3CCCC3)cc12)C1CC1	30	31	·	103	110*	-6	101	13	103	13	-1.1
O=C(CCN1C(=O)c2cccc3cccc(c23)C1=O)N1CCN(Cc2ccc3c(c2)OCO3)CC1	5	-44	·	101	1	0	104	14	100	16	0.5
CC1=C(C(=O)OC2CCCC2)C(c2ccc(C)o2)C2=C(CC(c3cccs3)CC2=O)N1 (stereo not given)	31	-25	-12	103	2	0	99	16	98	7	0.7
CCCN(CCC)CCCOC(=O)c1ccc(Cl)cc1Cl	23	-3	-19	99	-1	-1	101	19	101	30	-0.1
Cc1sc(NC(=S)NC(=O)c2cccs2)nc1-c1ccc(C(C)C)cc1	36	-22	·	106	1	0	87	5	110	2	-0.1
CSc1ncc(S(=O)(=O)c2ccccc2)c(=O)[nH]1	19	-11	8	102	3	0	101	14	?	10	0.4
CCOC(=O)CSC1=C(C#N)C(c2ccc(C)o2)CC(=O)N1 (stereo not given)	24	-31	·	99	2	-2	105	3	95	6	0.7
COC(=O)c1c(-c2ccc(C)cc2)csc1NC(=O)Cc1ccc(OC)c(OC)c1	11	-9	·	114	4	2	113	7	110	16	1.0
CC(=O)N(c1ccccc1C)S(=O)(=O)c1ccc(Cl)cc1	12	-15	·	100	5	0	100	-12	?	11	1.2
O=C(Cc1nn[nH]n1)NCc1ccccc1Cl	21	4	6	86	1	0	94	21	97	18	0.7
CN1CCN(c2ccc(CNS(=O)(=O)c3ccsc3)cc2)CC1	·	-29	-1	100	·	·	101	7	?	6	·
CC(C)c1ccccc1NC(=O)COC(=O)c1c2c(nc3ccccc13)CCN(Cc1ccccc1)C2	7	-19	-7	98	5	-6	100	3	99	1	10
CCOC(=O)C(=CNc1cscc1S(=O)(=O)C(C)C)C(=O)OCC	·	-14	-7	104	·	·	100	5	?	3	·
Cc1ccc(S(=O)(=O)c2c(C)cc(C)nc2N2CCCC2)cc1	12	-25	-28	101	0	0	100	17	100	6	0.0
Cc1cc2cc(CN3C(=O)c4ccccc4C3=O)ccc2n1C	25	-3	-14	101	8	-4	102	-19	102	5	1.2
O=C(CCSCCc1ccccn1)Nc1c(F)cc(F)cc1Br	7	-40	-24	90	2	-3	96	-3	91	13	2.2
Cn1nc(C(=O)NCc2ccccn2)c2ccccc2c1=O	16	-32	·	113	1	-2	111	-6	112	30	0.3
COc1cc2c(C#N)c(N3CCN(c4ccccc4OC)CC3)nc(N)c2c(N)n1	50	-51	·	98	1	2	100	-1	97	8	0.7
COc1cccc(NC(=O)c2cc(C(=O)Nc3cccc(OC)c3)n(C)n2)c1	4	-3	·	92	1	1	95	0	94	7	0.0
CC1(C)CC(=O)c2cnc3c(C#N)cnn3c2C1	11	53*	15	102	0	1	103	18	101	5	-0.1
C=CCNc1nc(Nc2ccc([N+](=O)[O-])cc2)nc(OCC)n1	18	46	12	102	12	-12	102	41	101	13	0.2
O=S(=O)(NC1=NCCC1)c1cccc(NC(=S)NCCc2ccccc2)c1	21	2	-1	99	-3	-3	100	2	99	13	-1.8
CCn1c(SCc2nc3ccccc3c(=O)[nH]2)nnc1-c1ccncc1	5	-18	-14	97	1	1	103	4	96	8	0.0
CC/C=C\[C@H](O)[C@H](O)C1=C(C)C(=O)[C@]2(O1)C(=O)N[C@@](OC)(C(=O)c1ccccc1)C2O (stereo not given in full)	21	-14	·	96	11	-1	98	14	95	7	0.3
Cn1c(=O)cc(SCC(=O)NCc2ccc(F)cc2)c2ccccc21	10	-21	·	100	3	0	98	-4	96	3	0.1
CCn1c(C(O)c2ccccc2)nc2ccccc21 (stereo not given)	22	-3	·	97	2	-1	100	10	95	33	0.4
COC(=O)CSc1nc(-c2ccccc2)nc2ccc(F)cc12	11	-15	0	101	6	0	98	3	107	12	0.5
COc1ccc(CCNC(=O)COc2nncc3ccccc23)cc1	12	-30	-3	108	2	-2	102	6	?	11	0.7
COc1ccc(CCNC(=O)c2cccs2)cc1OC	16	-19	7	101	5	0	101	14	?	10	0.2
CCC(C)(C(=O)NC1CCCCC1)N(Cc1cccs1)C(=O)c1ccc(=O)[nH]c1 (stereo not given)	11	-7	·	102	-3	0	103	-17	104	8	-0.2

The list continues.
Compound	GSH fluor	Mcl1 Bid PPI	Pf gametocyte	RGS4-Gao reg	ABCG2 inh	Mcl-1 Bim block	RGS8-Gao	Mcl1-Noxa inh	RGS7-Gao reg	Avidin fluor	ABCB1 block
CCn1nc(NC(=O)c2ccncc2)c2cc3cccc(C)c3nc21	29	-10	-9	98	1	0	101	17	99	16	0.3
COc1cc2c(cc1NC(=S)Nc1cccc(C)c1)oc1ccccc12	5	-44	-12	94	0	-5	99	-6	94	6	-0.2
O=C(Nc1ccccc1C(=O)NC(Cc1ccccc1)C(=O)NC1CCCCC1)c1ccccc1 (stereo not given)	12	-3	4	102	11	0	101	8	101	15	9.1
CCOC(=O)C(NCc1ccco1)(NC(=O)c1ccccc1)C(F)(F)F (stereo not given)	65	-49	·	104	1	3	99	-14	99	12	-0.1
O=C(c1ccc(F)cc1)n1ccc(-c2cnc(-c3ccccc3)s2)n1	10	-19	11	98	2	0	96	-11	93	9	0.0
CC(C)CNC(=O)COC(=O)c1ccccc1OCC(=O)Nc1ccc(Br)cc1	9	6	7	101	11	-2	103	10	98	4	1.2
O=C1NCCN1C(=O)c1ccccc1F	23	-3	-31	99	12	-2	99	7	95	27	1.1
CN(C)C(=O)CCN1CCOCC1	22	-31	·	102	8	-6	102	5	100	22	0.9
Cn1cc(/C=C2/SC(=O)N(CC(=O)Nc3ccc4c(c3)OCO4)C2=O)c2ccccc21	13	32	·	100	-1	-1	100	21	100	36	-0.4
COc1ccc(CCNC(=O)c2cnc3n(c2=O)CCS3)cc1OC	11	-7	3	96	1	0	100	0	96	22	0.2
COc1ccc(C(=O)N2CCN=C2SCc2cccnc2)cc1OC	26	-27	·	106	6	-3	105	7	101	7	1.1
O=C1/C(=C\c2cccnc2)CN(Cc2ccccc2)C/C1=C\c1cccnc1	11	2	·	100	7	-6	97	27	94	7	1.3
CCOC(=O)CCC(NC(=O)CCCCC(=O)NC(CCC(=O)OCC)C(=O)OCC)C(=O)OCC (stereo not given)	17	-3	·	88	5	0	93	12	92	15	0.8
CN(CC(O)COCc1ccccc1F)C1CCCCC1 (stereo not given)	·	-11	-2	94	·	·	96	-3	?	8	·
Cc1ccc2nc(-c3ccc(NC(=S)NC4CC(C)(C)NC(C)(C)C4)cc3)sc2c1	11	28	8	112	0	0	108	40	?	10	0.2
O=Cc1c(N2CCN(c3ccccc3)CC2)nc2ccccn2c1=O	15	-14	-2	103	34	1	102	13	?	11	0.9
Cc1n[nH]c(C)c1-c1nc2ccccc2[nH]1	8	-18	-3	98	0	0	99	-9	101	10	0.1
CCOc1ccc(OCc2ccc(C(=O)O)o2)cc1	16	-3	·	75	2	-4	62	-1	63	9	0.5
NS(=O)(=O)c1ccc(CNC(=O)/C=C/c2cccc([N+](=O)[O-])c2)cc1	·	3	-14	107	·	·	105	12	?	8	·
COc1ccc(S(=O)(=O)Nc2nc3ccccc3nc2NCc2ccc3c(c2)OCO3)cc1	20	-28	-1	101	0	-2	101	-17	107	20	0.2
COc1ccc(C(=O)Nc2ccc3nc(C)sc3c2)cc1OC	12	-6	-1	100	20	2	99	3	98	9	-1.6

Random excerpt: two records from the list
Compound	GSH fluor	Mcl1 Bid PPI	Pf gametocyte	RGS4-Gao reg	ABCG2 inh	Mcl-1 Bim block	RGS8-Gao	Mcl1-Noxa inh	RGS7-Gao reg	Avidin fluor	ABCB1 block
O=C(c1ccc(F)cc1)n1ccc(-c2cnc(-c3ccccc3)s2)n1	10	-19	11	98	2	0	96	-11	93	9	0.0
COc1ccc(CCNC(=O)c2cnc3n(c2=O)CCS3)cc1OC	11	-7	3	96	1	0	100	0	96	22	0.2
